Screening data deposited in PubChem by National Center for Advancing Translational Sciences (NCATS).
Nrf2 activator = qHTS of Nrf2 Activators; hit rate 0.31% among 410,000; AID 624171, 2012; AREc32 ARE-luciferase reporter (MCF7-derived line), luminescence, 24 h; Potency, µM (doses to about 46.1 µM), for inactives: top-dose activation, hits mostly activators; note: % of control where 0% means no effect; nearly all actives have a fitted effect of over 65% in size
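AREc32 cells carrying an ARE-driven firefly luciferase reporter were seeded at 1000 cells/well in OPTI-MEM with 5% FBS, then exposed to compound for 24 hr at 37 deg C. Luminescence was read with Steady-Glo after 30 min at RT.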
S2 tox = Viability Counterscreen for Primary qHTS for Inhibitors of ATXN expression | S2 cells (HEK-293 line with an ATXN2-luciferase reporter) viability, CellTiter-Fluor protease fluorescence, 24 h | Potency, µM (titrated, usually from 56.7 µM), most hits filed as cytotoxic | hit rate 0.49% among 400,000; note: nearly all actives have a fitted effect of over 40% in size
A549 tox = Nrf2 qHTS screen for inhibitors: counterscreen for cytotoxicity | A549 ARE-Fluc cells, CellTiter-Fluor viability, 18-24 h | Potency, µM (titrated, usually from 46 µM), without a hit: at the top dose activity change, negative = cytotoxicity, actives largely listed as inhibitors | hit rate 0.16% among 390,000; note: % is set by controls: 0 for no effect and ±100 for the full control effect
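A549 ARE_Fluc cells in 5% FBS OPTI-MEM were exposed to compounds in concentration-response for 18-24 h at 37 deg C. Viability was read by CellTiter-Fluor fluorescence (Ex 405/Em 525) after 30 min, before the luciferase read.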
ATXN2 expr inh = Primary qHTS for Inhibitors of ATXN expression; HEK-293 ATXN2-luciferase reporter, luminescence, 24 h; Potency, µM (highest dose often 57 µM), inactives show at the highest dose activity change, negative = inhibition, hits mostly inhibitors; hit rate 0.72% among 360,000; note: % is set by controls: 0 for no effect and ±100 for the full control effect; nearly all actives have a fitted effect of over 55% in size
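ATXN2-luciferase reporter cells (luciferase flanked by upstream and downstream ATXN2 gene portions) were treated 24 h at 37 °C with compounds at up to 57 uM. SteadyGlo luminescence gave expression; GF-AFC fluorescence gave viability.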
MCF10A rereplic = A quantitative high throughput screen for small molecules that induce DNA re-replication in MCF 10a normal breast cells; hit rate 2.9% among 350,000; AID 624296, 2012; Potency, µM (top dose mostly 46.1 µM), inactives show top-dose activity, positive = re-replication, actives largely listed as activators; MCF 10A DNA re-replication, Hoechst nuclear intensity, 48 h; note: % of control where 0% means no effect; nearly all actives have a fitted effect of over 50% in size
HepG2 viability = qHTS for Inhibitors of TGF-b: Cytotox Counterscreen; AID 588856, 2011; hit rate 0.76% among 410,000; HepG2 CAGA-GFP viability, ATP luminescence, 18 h; Potency, µM (series often up to 46.1 µM), without a hit: top-dose activity change, negative = cytotoxicity, actives largely listed as cytotoxic; note: some results filed as inactive show a strong effect at the top dose
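HepG2 CAGA-GFP cells (1000/well, DMEM with 1% FBS) received compound, then TGF-beta at 500 pg/mL final, and were incubated 18 hours at 37 degrees C. Viability was read by CellTiter-Glo luminescence. Media-only wells were set as complete cell-killing and DMSO as no toxicity.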
TGFb inhibitor = qHTS for Inhibitors of TGF-b; HepG2 CAGA-GFP TGF-b/SMAD3 reporter, GFP fluorescence, 18 h; TGF-beta stimulated, 500 pg/mL final; Potency, µM (highest dose often 46.1 µM), without a hit: top-dose activity, negative = inhibition, hits mostly inhibitors; hit rate 1.2% among 410,000; note: % is set by controls: 0 for no effect and ±100 for the full control effect; nearly all actives have a fitted effect of over 65% in size
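Inhibition of TGF-beta-driven CAGA-GFP reporter expression in HEPG2 cells is measured by cellular GFP fluorescence after 18 h stimulation with 500 pg/mL recombinant TGF-beta in 1% FBS medium at 37 degrees C.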
Nrf2 block = Nrf2 qHTS screen for inhibitors. hit rate 2.1% among 360,000. A549 ARE-Fluc reporter, luciferase luminescence, 18-24 h. Potency, µM (top dose mostly 46 µM), for inactives: at the highest dose activity change, negative = inhibition, hits mostly inhibitors; note: % is set by controls: 0 for no effect and ±100 for the full control effect; nearly all actives have a fitted effect of over 60% in size
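Nrf2 function is reported as luminescence of an ARE-controlled luciferase in A549 cells. Compounds were tested at several concentrations, and a CellTiter-Fluor read on the same wells flagged cytotoxicity.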
EPAC2 antag = qHTS for Antagonist of cAMP-regulated guanine nucleotide exchange factor 2 (EPAC2): primary screen. hit rate 0.18% among 360,000. EPAC2 GEF exchange of Rap1B-BODIPY-GDP, fluorescence. Potency, µM (titrated, usually from 114 µM), inactives show at the highest dose activity, negative = inhibition, hits mostly inhibitors; note: % is set by controls: 0 for no effect and ±100 for the full control effect; nearly all actives have a fitted effect of over 45% in size; many of its hits are not listed in these tables
Target sequence (Q8WZA2 whole entry, looked up): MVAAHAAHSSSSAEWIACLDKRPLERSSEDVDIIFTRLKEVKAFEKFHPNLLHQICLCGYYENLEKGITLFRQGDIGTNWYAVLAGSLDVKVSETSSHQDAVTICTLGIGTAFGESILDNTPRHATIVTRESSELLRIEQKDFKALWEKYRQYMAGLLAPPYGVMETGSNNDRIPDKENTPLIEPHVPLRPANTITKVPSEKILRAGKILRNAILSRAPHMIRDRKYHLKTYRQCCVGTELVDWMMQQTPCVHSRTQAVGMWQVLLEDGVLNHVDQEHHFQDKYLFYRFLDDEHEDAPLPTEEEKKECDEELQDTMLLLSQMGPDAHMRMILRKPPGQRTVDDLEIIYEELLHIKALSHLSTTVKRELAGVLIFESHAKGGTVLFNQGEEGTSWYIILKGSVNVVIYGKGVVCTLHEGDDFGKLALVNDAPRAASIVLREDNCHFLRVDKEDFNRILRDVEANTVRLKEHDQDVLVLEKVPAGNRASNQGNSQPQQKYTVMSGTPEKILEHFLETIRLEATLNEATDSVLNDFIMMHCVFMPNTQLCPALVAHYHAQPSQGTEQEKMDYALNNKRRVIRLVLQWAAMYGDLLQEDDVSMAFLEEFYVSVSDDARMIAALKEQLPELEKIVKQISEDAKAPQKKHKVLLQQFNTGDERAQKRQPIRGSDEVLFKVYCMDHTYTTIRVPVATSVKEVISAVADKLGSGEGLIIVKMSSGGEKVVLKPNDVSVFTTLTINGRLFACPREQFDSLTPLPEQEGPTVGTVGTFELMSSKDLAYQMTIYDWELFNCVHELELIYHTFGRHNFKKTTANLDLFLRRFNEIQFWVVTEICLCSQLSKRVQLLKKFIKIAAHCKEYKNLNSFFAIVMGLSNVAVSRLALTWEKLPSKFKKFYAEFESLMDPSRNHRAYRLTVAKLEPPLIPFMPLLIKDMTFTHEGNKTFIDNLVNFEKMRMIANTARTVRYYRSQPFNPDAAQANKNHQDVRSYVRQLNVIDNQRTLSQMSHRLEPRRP
* hit, by the source's call; i = inactive; ? = inconclusive; . = not tested or not shown; [ ] = another dose, or the depositor's remark. Calls come from the whole dose curve; as a rule, active = well fitted curve in the direction sought with a large enough effect; inconclusive = small, poorly fitted or top-dose-only effect, or another doubt; inactive = no such curve, though single readings can be large; an effect the other way counts as inactive or inconclusive. Potency is the fitted concentration of half-maximal effect.

SMILES	Nrf2 activator	S2 tox	A549 tox	ATXN2 expr inh	MCF10A rereplic	HepG2 viability	TGFb inhibitor	Nrf2 block	EPAC2 antag
O=C(CSc1nccn1-c1ccccc1)c1ccc(Br)cc1	2.0%	i	-5%	27%	25%	25%	-9%	-6%	11%
O=C(NCC(c1cccs1)N1CCOCC1)c1ccccc1NS(=O)(=O)c1cc([N+](=O)[O-])ccc1Cl (configuration not stated)	-0.8%	i	-5%	-14%[11.3 µM]	11%	-21%	0%	?	0%
CCc1ccccc1N(CC(=O)N1CCc2ccccc2C1)S(C)(=O)=O	-0.3%	i	-17%	.	9%	-17%	13%	-5%	-7%
O=C(CN1C(=O)C2CCCCC2C1=O)OCn1nnc2ccccc2c1=O (configuration not stated)	0.1%	i	14%	2%[11.3 µM]	-3%	-2%	-13%	-19%	-14%
C=CCc1cc(C=O)cc(OC)c1OCc1ccc(Cl)cc1	4.9%	i	15%	2%	-2%	-8%	?	.	-2%
CCOc1ccccc1Oc1ncnc2c1oc1ccccc12	4.8%	?	2%	7%	.	-4%	-1%	.	.
CC1(C)CC(=O)c2c(nc3ccccc3c2N)C1	2.8%	i	8%	-3%	13%	-6%	8%	9%	10%
CNC[C@H](CC1CCCCC1)NC[C@H](Cc1ccccc1)NCCC12CC3CC(CC(C3)C1)C2	-2.9%	16µM*	?	-26%	?	13µM*	?	?	14%
C/C(N)=C(/C#N)C(=O)CSc1nn(-c2ccc(Cl)cc2)c(=S)s1	6.7%	i	0%	39%	?	-49%	?	-54%	-11%
CC(NC(=O)c1ccc(F)cc1)c1ccc2c(c1)CCCC2 (configuration not stated)	-0.2%	?	-9%	8%	-4%	-9%	?	?	11%
Cc1cc(C)nc(SCCCn2c(=O)[nH]c3ccccc32)n1	0.4%	i	4%	-14%	1%	-15%	-10%	-17%	0%[57.1 µM]
O=C(NCc1ccco1)c1ccc(-c2ccc(F)c(F)c2)c2ccoc12	0.3%[9.22 µM]	i	.	-22%	.	-7%	-24%	.	1%
O=C(CCc1ccccc1)Nc1ccnn1C1CCN(Cc2ncc[nH]2)CC1	0.1%	i	-5%	4%	-1%	4%	9%	11%	-6%
CCOc1cc([N+](=O)[O-])cc2c1C(=O)Nc1ccccc1O2	9.1%	i	-4%	.	-4%	-1%	18%	?	20%
CC(=O)c1ccc(NS(=O)(=O)c2cc(-c3cc(C)no3)ccc2C)cc1	-0.9%	i	-15%	-7%	.	-23%	-24%	.	.
Cc1nc2nc(C)c(NS(=O)(=O)c3ccc(C4CCCCC4)cc3)c(=O)n2[nH]1	-0.6%	i	2%	4%	0%	-27%	-10%	1%	3%
CCC1=C2CC[C@H]3C(=O)N(c4ccccc4)C(=O)[C@H]3[C@H]2[C@@]2(C)C(=NCc3ccccc3)OC(=O)N2C1=O	3.0%	i	5%	0%	?	-2%	?	3%	-4%
O=C(CN1CCN(c2ncccn2)CC1)NCc1ccccc1	2.5%	i	-5%	8%	-6%	9%	-6%	7%	-2%
CCCc1cc(=O)[nH]c(SCC(=O)c2cc(C)n(CC3CCCO3)c2C)n1 (configuration not stated)	0.7%	i	5%	.	13%	19%	15%	-26%	6%
COc1ccc(C(=O)C2CCCN(Cc3cn[nH]c3-c3ccccc3)C2)cc1OC (configuration not stated)	-1.6%	i	1%	-14%	5%	-30%	-13%	-1%	-19%
CCc1ccc(-n2nc(CO)c(C(=O)NCCOC)n2)cc1	5.6%	.	5%	.	.	-28%	?	?	.
O=S(=O)(Nc1nc2ccccc2nc1NCCO)c1cccc(Cl)c1	2.2%	i	3%	-4%	-1%	-20%	-7%	-27%	-1%
Nc1nonc1C(=O)N1CCCCC1	0.2%	?	0%	-24%	-33%[inhibitor]	0%	0%	15%	-10%
CSCCC(NC(=O)COc1ccccc1)C(=O)N1CCCCCC1 (configuration not stated)	0.1%	.	0%	.	0%	-12%	-5%	1%	3%
O=C(c1ccc(Cl)cc1)C1CCCN(Cc2ccc(Oc3ncccn3)cc2)C1 (configuration not stated)	0.8%	?	-19%	.	?	-16%	?	?	-4%

Compound profiles, as listed above. Screens in order: Nrf2 activator | S2 tox | A549 tox | ATXN2 expr inh | MCF10A rereplic | HepG2 viability | TGFb inhibitor | Nrf2 block | EPAC2 antag
C/C(N)=C(/C#N)C(=O)CSc1nn(-c2ccc(Cl)cc2)c(=S)s1 in the list: 6.7% | i | 0% | 39% | ? | -49% | ? | -54% | -11%
O=C(CCc1ccccc1)Nc1ccnn1C1CCN(Cc2ncc[nH]2)CC1 in the list: 0.1% | i | -5% | 4% | -1% | 4% | 9% | 11% | -6%
CCc1ccc(-n2nc(CO)c(C(=O)NCCOC)n2)cc1 in the list: 5.6% | . | 5% | . | . | -28% | ? | ? | .
CC(=O)c1ccc(NS(=O)(=O)c2cc(-c3cc(C)no3)ccc2C)cc1 in the list: -0.9% | i | -15% | -7% | . | -23% | -24% | . | .
CCOc1ccccc1Oc1ncnc2c1oc1ccccc12 in the list: 4.8% | ? | 2% | 7% | . | -4% | -1% | . | .

(next part)
SMILES	Nrf2 activator	S2 tox	A549 tox	ATXN2 expr inh	MCF10A rereplic	HepG2 viability	TGFb inhibitor	Nrf2 block	EPAC2 antag
COc1ccc(C(=S)N2CCOCC2)cc1OC(=O)c1ccc([N+](=O)[O-])cc1[N+](=O)[O-]	?	i	-1%	-9%	?	-5%	-2%	-23%	11%
Cc1nonc1NC(=O)Nc1cccnc1	-0.3%	i	1%	-15%	3%	2%	-3%	?	3%
CC(C)(C)c1ccccc1NC(=O)c1ccc2c(c1)SC1=NS(=O)(=O)CCN12	7.3%	i	1%	-2%	-4%	-13%	-9%	10%	2%
CC(=O)Nc1ccc(S(=O)(=O)N2CCN=C2SCc2ccc(C)cc2)cc1	3.9%	i	-5%	20%	-5%	-10%	-29%	-10%	-21%
COc1ccc(/C=N/NC(=O)c2cccnc2)cc1	0.6%	i	-1%	10%	2%	-1%	-4%	-6%	1%
CCN(CC)S(=O)(=O)c1cc(NC(=O)C(C)N2CCN(Cc3ccc4c(c3)OCO4)CC2)ccc1C (configuration not stated)	3.8%	i	-21%	-18%	?	-9%	?	?	-3%
COC(=O)C1=C(CS(=O)(=O)c2ccccc2)NC(=O)NC1c1ccccc1 (configuration not stated)	-0.9%	i	-2%	5%	1%	-1%	-9%	-4%	-2%
Cc1ccc(NC(=O)CN(C)C(=O)c2sc3cc(Cl)ccc3c2Cl)cc1	-0.5%	i	1%	-8%	24%	0%	9%	13%	-7%
C=CCNC(=O)c1onc(CS(=O)(=O)c2cc(C)cc(C)c2)c1C(=O)NCC=C	1.0%	i	-10%	-7%	2%	-7%	-2%	-12%	10%
COc1cc(CN2CCCC(C(=O)Nc3cccc(-n4cccn4)c3)C2)ccc1F (configuration not stated)	6.9%	i	0%	-21%	7%	-27%	-20%	-1%	-5%
Cc1[nH]nc(SCC(=O)NC2CCCC2)c1[N+](=O)[O-]	2.6%	i	5%	.	0%	1%	-2%	5%	10%
COc1ccc(S(=O)(=O)N(C)CC(=O)O)c2ccccc12	0.2%	i	2%[1.84 µM]	0%	-1%	-2%	-9%	-1%	11%
O=C(Cc1ccc(F)cc1)N1CCN(c2ccc(F)cc2)CC1	-0.5%	i	-6%	-6%	?	-21%	-8%	-9%	9%
NC(=O)NC(=O)COC(=O)CCCc1c[nH]c2ccccc12	0.0%	i	4%	1%	6%	-13%	6%	-14%	-3%
N#Cc1ccccc1-n1c(N)c(C(=O)N2CCCC2)sc1=S	24%	i	-6%	-20%	33%	-13%	?	-21%	-4%
CCOC(=O)c1[nH]c(C(=O)O)c(CCN(CC)CC)c1C	-0.6%	i	-2%	4%	-7%	5%	-15%	2%	2%
CCN1C(=O)C(O)(C2COC(C)(C)CC2=O)c2cc(Br)ccc21 (configuration not stated)	23%	i	10%	-17%	13%	-40%	?	11%	13%
Cc1cc(C)c2oc(C(=O)Nc3ccc(S(=O)(=O)N4CCCC(C)C4)cc3)cc(=O)c2c1 (configuration not stated)	-0.9%	i	4%	-17%	0%	4%	2%	?	0%
Cc1cn(C2C=CC(CO)O2)c(=O)[nH]c1=O (configuration not stated)	0.2%	i	2%	-20%	-10%	-9%	3%	11%	8%
Cc1ccc(NC(=O)c2ccc(CSc3nnc(C)s3)cc2)c(C)c1	2.7%	i	-2%	23%	0%	4%	?	0%	2%
CCCCn1c(=O)n(CC2CCC(C(=O)NCCCOC)CC2)c(=O)c2sccc21 (configuration not stated)	0.4%	i	7%	8%	.	8%	12%	21%	.
COc1ccc(NC(=O)Nc2ccccc2OC)cc1	0.0%	i	-3%	67%[activator]	0%	-31%	5%	3%	-1%
O=C(NCCO)c1nc2ccccc2s1	3.6%	i	-3%	59%[activator]	0%	-15%	-14%	20%	3%
COc1ccc(-c2cc(C(=O)Nc3ccccc3N3CCOCC3)c3ccccc3n2)cc1OC	3.8%	?	-17%	?	16µM*	-8%	-25%	15µM*	-13%
CC(C)N(C(=O)Cn1c(Cl)nc2ccccc21)C(C)C	-0.8%	i	1%	-14%	1%	0%	-4%	-28%	8%
COCc1cccc(-c2csc(C(C)(O)c3cccc(F)c3)n2)c1 (configuration not stated)	1.1%	i	.	0%	.	-9%	-27%	.	-16%
COc1ccc(OC)c2sc(NC(=O)C3=COCCO3)nc12	5.0%	i	21%	-2%	12%	-32%	-17%	14%	4%
C=CCNC(=S)NNC(=O)c1csc(CC)c1	2.2%	i	-1%	19%	-3%	8%	5%	14%	-1%
C[C@H](CO)N1C[C@H](C)[C@@H](CN(C)CC2CC2)Oc2c(NS(=O)(=O)c3ccc(F)cc3)cccc2C1=O	0.0%	i	12%	-7%	8%	-8%	4%	-18%	-3%
COc1ccc(S(=O)(=O)Nc2cccc(S(=O)(=O)N(C)C)c2)cc1[N+](=O)[O-]	0.2%	i	16%	.	-2%	-1%	11%	2%	6%

Nothing new here: 2 of the compounds above.
SMILES	Nrf2 activator	S2 tox	A549 tox	ATXN2 expr inh	MCF10A rereplic	HepG2 viability	TGFb inhibitor	Nrf2 block	EPAC2 antag
CC(C)N(C(=O)Cn1c(Cl)nc2ccccc21)C(C)C	-0.8%	i	1%	-14%	1%	0%	-4%	-28%	8%
COCc1cccc(-c2csc(C(C)(O)c3cccc(F)c3)n2)c1 (configuration not stated)	1.1%	i	.	0%	.	-9%	-27%	.	-16%

An excerpt; the hit share may differ from the screen's.
